S1P4 agonist = activates the human S1P4 receptor. O95977. S1P4-expressing cell line, agonist reporter assay. activation, % at 4.98 µM. 0.35% of 220,000 active; in the data active means activation above about 11%;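 further: 0% = DMSO vehicle and 100% = reference agonist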
Target sequence (O95977 whole entry, looked up): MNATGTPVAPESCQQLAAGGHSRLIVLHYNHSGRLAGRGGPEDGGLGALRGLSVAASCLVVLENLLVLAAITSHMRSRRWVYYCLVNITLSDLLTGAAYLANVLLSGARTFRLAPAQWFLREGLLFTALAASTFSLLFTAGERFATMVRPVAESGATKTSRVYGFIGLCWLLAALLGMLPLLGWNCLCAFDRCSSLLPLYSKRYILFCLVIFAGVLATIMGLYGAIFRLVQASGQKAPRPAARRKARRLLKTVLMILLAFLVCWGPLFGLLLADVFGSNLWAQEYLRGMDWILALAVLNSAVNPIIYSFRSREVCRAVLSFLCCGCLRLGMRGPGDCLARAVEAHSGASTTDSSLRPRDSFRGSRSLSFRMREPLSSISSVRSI
TRPML3 agonist = human mucolipin-3 channel agonism. Q8TDD5. 0.29% of 220,000 active. activation, % at 3 µM. HEK293 TRPML3-YFP, Fluo-8 calcium fluorescence; 100% = the carbachol control signal;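 active means activation above its plate's cutoff, the mean activation of the plate's test wells plus 3 SD, cut at about 12% in these data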;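 further: 0% = DMSO only wells and 100% = carbachol wells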
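Test system: HEK293 cells stably carrying human TRPML3-YFP; Doses: single dose, 3 µM final nominal compound, 0.3% DMSO final; Schedule: dye loading 1 h 37 °C then 30 min ambient, 125 s read; Technique: Fluo-8 calcium fluorescence; Benchmarks: high control carbachol 87 µM, low control DMSO.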
S1P4 antagonist = human S1P4 receptor antagonism. O95977. S1P4-expressing cells, antagonist mode, reporter read-out. inhibition, % at 4.98 µM. 0.26% of 220,000 active. AID 1510; in the data active means inhibition above about 29%;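 further: 0% = wells stimulated with agonist and 100% = vehicle wells without agonist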
TRPN1 ag = zebrafish TRPN1 (NompC) channel agonism. 0.18% of 220,000 active. activation, % at 3 µM. HEK293 zebrafish TRPN1-YFP, Fluo-8 calcium fluorescence; 100% = response to 87 µM carbachol;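 active means activation above its plate's cutoff, the mean activation of test wells on that plate plus 3 SD, cut at about 19% in these data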;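 further: 0% = DMSO alone and 100% = 87 µM carbachol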
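Material: zebrafish TRPN1-YFP in HEK293 cells; Doses: single test compound dose, 3 µM nominal, 0.3% DMSO; Timing: dye loading 1 h at 37 °C, then 30 min room temperature; Technique: intracellular calcium fluorescence with Fluo-8; Benchmarks: high carbachol 87 µM, low DMSO alone.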
NPY2 pot ag = human NPY-Y2 potentiation or agonism, primary screen; 0.45% of 220,000 active; AID 1359; activation, % at 3.6 µM; cells expressing NPY-Y2, potentiator/agonist read-out; P49146; in the data active means activation above about 27%;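 further: cells stimulated with NPY near EC25 plus isoproterenol at EC100; 0% = vehicle plus submaximal agonist and 100% = vehicle plus saturating agonist; some results beyond the cut were filed as inactive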
NPY-Y1 PAM-ag = potentiates or activates human NPY-Y1 receptor; P25929; NPY-Y1 expressing cells, potentiator/agonist activation; activation, % at 3.6 µM; 0.37% of 220,000 active; AID 1304; in the data active means activation above about 33%, passing the limit was not always enough;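 further: cells stimulated with NPY at EC10 then isoproterenol at EC100; 0% = low agonist plus stimulus and 100% = saturating agonist plus stimulus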
Target sequence (P25929 whole entry, looked up): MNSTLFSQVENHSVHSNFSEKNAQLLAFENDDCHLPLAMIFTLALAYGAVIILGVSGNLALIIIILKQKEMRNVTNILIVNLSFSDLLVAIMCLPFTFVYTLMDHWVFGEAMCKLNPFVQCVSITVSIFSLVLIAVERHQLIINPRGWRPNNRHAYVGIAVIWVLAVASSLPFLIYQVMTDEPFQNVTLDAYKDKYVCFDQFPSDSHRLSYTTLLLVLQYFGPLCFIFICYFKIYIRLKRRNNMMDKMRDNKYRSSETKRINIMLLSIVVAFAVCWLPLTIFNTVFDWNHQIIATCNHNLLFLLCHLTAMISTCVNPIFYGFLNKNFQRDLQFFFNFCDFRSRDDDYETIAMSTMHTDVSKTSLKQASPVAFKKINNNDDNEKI
NPY Y1 blocker = antagonists of human neuropeptide Y receptor Y1 | inhibition, % at 3.6 µM | AID 1040 | HEK293-CNG Y1 cells, membrane potential fluorescence; NPY at EC95, then isoproterenol | P25929 | 1% of 200,000 active;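 active means inhibition above the campaign mean inhibition of all tested compounds plus 3 SD, cut at about 20% in these data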;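 further: 0% = DMSO wells given NPY plus isoproterenol and 100% = isoproterenol alone without NPY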
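Test system – HEK293 Y1/CNG channel cell line · Also added – NPY agonist 25 nM, then isoproterenol 1 µM plus Ro 20-1724 25 µM · Compound dosing – one concentration, 3.6 µM, in 0.4% DMSO · Schedule – compound incubation 1 h at room temperature, readout 45 min post-stimulation · Technique – fluorescence, membrane potential probe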
EP2 modulator = modulators of human EP2 prostaglandin E2 receptor; EP2-expressing cells, cAMP HTRF FRET, PGE2 co-stimulation; induction, % at 25 µM; 0.83% of 260,000 active; AID 940;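 active means compounds whose cAMP rise, as percent of the full-agonist control response, exceeds 60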;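 further: rat C6 glioma line stably carrying human EP2 under a CMV promoter; the protocol text gives 20 µM as final concentration; 100% = response of wells given 1 µM PGE2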
CHOP inhibitor = inhibitors of CHOP induction in ER stress response. CHO-K1 CHOP-promoter luciferase, tunicamycin-induced, 15-18 h. inhibition, % at 10 µM. 3.8% of 220,000 active. AID 2732;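 active means compounds that reduced the stress-induced luciferase reporter signal by more than about 70% of percent inhibition, limit read from the data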;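 further: 0% = tunicamycin plus vehicle and 100% = wells without tunicamycin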
Active calls of the source: *; x = no result given; & = joins results of further samples.

#	smiles	S1P4 antagonist	NPY2 pot ag	EP2 modulator	S1P4 agonist	NPY Y1 blocker	NPY-Y1 PAM-ag	TRPML3 agonist	TRPN1 ag	CHOP inhibitor
1	CCCN1CCN(CCCNC(=S)Nc2ccc3nc(N4CCN(CC)CC4)cc(C)c3c2)CC1	-15	9	-13	0.0	0	5	0.8	1.0	4
2	CCOc1ccc(NC(=O)c2cc(C)nc3ccccc23)cc1	-1	-2	14	-1.0	4	-1	0.2	-0.3	-16
3	CSc1sc(-c2ccnc(SCCS(C)(=O)=O)n2)c(-c2ccccc2)c1C#N	-10	-9	11	2.1	x	-45	1.0	0.4	11
4	COc1ccc(CNC(=O)/C=C/C(=O)O)cc1	8	2	-9	2.2	x	1	1.1	0.4	7
5	Cc1ccc2nc3c(cc(C#N)c(=N)n3CCCN3CCOCC3)c(=O)n2c1	-15	-2	x	-0.7	-6	-37	1.4	0.3	x
6	CCc1ccccc1N1C(=O)C2C3CC(=O)C(c4ccccc43)C2C1=O (configuration not stated)	-2	-9	-29	-0.5	-2	8	0.4	0.8	2
7	CCOC(=O)C1CCCN(Cc2c(Cl)cccc2Cl)C1 (configuration not stated)	-23	-9	61*	-3.6	-2	4	0.5	-1.8	71*
8	Cc1cc(NC(=O)CNC(=O)C2CCCCC2)no1	1	1	-11	1.1	12	-14	0.3	1.9	8
9	CCOC(=O)c1c(C)[nH]c(C(=O)CSc2nnc(Nc3ccccc3F)s2)c1C	-12	5	-41	-0.5	0	15	0.0	0.1	54
10	CC(=O)c1ccc(NC(=O)C(C)N2CCN(C/C=C/c3ccccc3)CC2)cc1 (configuration not stated)	-11	-3	-42	2.2	-4	4	2.1	2.8	-12
11	CCCNc1c(N)n(-c2ccccc2)c(=O)[nH]c1=O	-12	12	23	-0.8	5	7	0.6	0.0	18
12	Cc1sc2nc3ccc(N4CCCC4)nn3c(=O)c2c1C	-2	-2	-3	0.8	4	-7	1.2	1.4	2
13	CCOC(=O)c1c(O)cc(C)[nH]c1=O	10&-6	-2&-10	0&18	-0.1&-2.2	x	-9&-4	1.3&0.1	1.6&1.1	5&-10
14	CSc1ccc(/C=C/C(=O)NC(=O)c2ccccc2O)cc1	7	-14	-55	1.2	-1	3	7.3	4.0	-6
15	CNCCOc1ccccc1OC(C)C	1	-5	14	0.9	2	1	0.7	1.6	5
16	COc1ccc(Nc2nc(N)nc(CSc3nnc(C)s3)n2)cc1	-22	12	-4	-0.5	-5	-1	0.4	-1.5	-6
17	C=CCOc1c(Br)cc(C2NC(=O)NC(C)=C2C(C)=O)cc1OCC (configuration not stated)	-13	3	30	1.0	-1	-8	-0.1	-0.6	-4
18	Cc1ccc(OCC(=O)Nc2ccc3c(c2)OCCO3)cc1C	-17	14	-42	-0.5	15	-4	0.0	-2.1	16
19	NC(=O)CSC1=Nc2ccccc2C2=NC(c3ccccc3)C(=O)N12 (configuration not stated)	2	-2	19	-0.5	-2	1	0.4	2.7	20
20	CC1(C)Nc2ccccc2N(Cc2ccc([N+](=O)[O-])cc2)C1=O	-8	9	-8	-0.1	-1	-9	1.4	0.8	15
21	C=C(C(=O)c1ccccc1)C(C)C(=C)C(=O)c1ccccc1	14	3	16	-0.1	4	10	-0.6	-1.8	100*
22	CSc1c(CC(=O)Nc2ccccc2C(F)(F)F)n(Cc2ccccc2)c2ccccc12	-10	-3	50	1.4	7	-16	0.7	0.9	61
23	CCOc1ccc2nc(NC(=O)c3ccc(OC)c(S(=O)(=O)N4CCOCC4)c3)sc2c1	-13	-10	0	1.9	0	-20	1.1	2.6	34
24	Cc1nn(CC(=O)Nc2ccc3c(c2)oc2ccccc23)c(=O)c2ccccc12	0	3	15	-0.3	-2	-10	0.6	0.2	25
25	COc1ccc(CN=C(C)c2c(C(F)(F)F)[nH]n(-c3nc4ccccc4s3)c2=O)cc1	-19	-10	-34	1.6	1	-27	0.6	-0.1	38
26	CCc1ccc(CNC(=O)C(=O)NCCc2ccc(OC)c(OC)c2)cc1	-1	0	x	-1.0	2	7	-1.0	0.1	x
27	CCN(CC)c1nc2n(c(=S)n1)CCS2	-10	1	-3	0.4	1	8	0.4	-0.7	-19
28	Clc1ccc(-c2nnc3sc(-c4ccc(Br)o4)nn23)cc1	-8	-5	7	1.9	4	-5	0.6	-0.2	-17
29	Cc1ccc(S(=O)(=O)N2CCC(=O)N(CCOC(=O)Nc3cccc(Cl)c3)CC2)cc1	9	1	-14	0.8	-9	-12	1.8	3.1	23
30	CC1(C)Cc2c(ccc3ccccc23)/C(=C/C#N)N1	-22	22	33	-0.1	-3	10	-0.7	-1.1	71*
31	CCOC(=O)Cc1cc(=O)n2[nH]c(-c3ccccc3)cc2n1	-7	9	17&-26	0.0	-5	-2	0.2	-0.4	2
32	COc1cc(S(=O)(=O)N2CCN(c3ccccc3F)CC2)c(OC)cc1Cl	-2	13	-27	0.8	4	1	-0.5	0.8	33
33	CCCn1c(NC(=O)c2ccc(C)cc2)nc2ccccc21	0	-38	34	-1.1	8	-82	0.0	-1.3	-11
34	COc1ccc(N(CC(=O)Nc2ccc3c(c2)OCCO3)S(=O)(=O)c2c(C)nn(C)c2C)cc1	-8	-3	-12	0.4	10	-9	0.3	2.7	-7
35	N#Cc1c(N)nc2c(c1N)CC(C(F)(F)F)O2 (configuration not stated)	-3	3	-11	0.4	5	2	0.7	1.0	17
36	COc1ccccc1NC1=Nc2cccc3cccc1c23	-3	9	-28	2.1	x	13	-0.8	-1.9	18
37	Cc1ccc(C2(C(F)(F)F)N=C3Sc4cc(C)ccc4N3C(=O)N2)cc1 (configuration not stated)	-5	-1	5	1.8	-3	3	0.1	-2.2	15
38	O=C(COC(=O)CNC(=O)c1cccc([N+](=O)[O-])c1)Nc1ccccc1OC(F)F	-6	9	9	0.9	-3	-19	-0.4	-1.5	8
39	CSc1c(CC(=O)NCCO)n(C)c2ccccc12	-18	11	-30	1.9	4	-14	0.3	0.4	-27
40	Cc1[nH]n(-c2ccccc2)c(=O)c1N=Nc1ccccc1C(=O)N1CCOCC1	-30	10	29	2.0	3	-7	0.6	0.7	-15
41	COc1ccc2c(CCNC(=O)c3ccco3)c[nH]c2c1	1	4	-18	2.9	-2	15	0.6	0.5	48
42	Cc1ccc(CSCCNC(=O)c2cccc([N+](=O)[O-])c2)cc1	-13	-6	-3	-2.6	4	-10	-1.0	-1.5	20
43	Cc1ccc2c(c1)C1CN(C)CCC1N2C(=O)COc1ccccc1F (configuration not stated)	-1	2	3	-0.8	x	2	0.0	-0.4	-28
44	COc1ccc2c(c1OC)C(=O)OC2CC(=O)O (configuration not stated)	-14	-13	10	-1.1	-1	8	0.1	-0.7	-21
45	COc1cc(/C=N\NC(=O)C2C(=O)NCC2c2ccccc2)cc(OC)c1O (configuration not stated)	5	4	11	-2.2	1	-3	0.8	0.7	-31
46	CC(C)(CO)Nc1nc(N2CCCC2)nc(N2CCCC2)n1	-19	3	-6&28	-2.0	8	5	-0.5	-1.3	43
47	O=C(O)c1cn[nH]c1-c1cccc([N+](=O)[O-])c1	6	-8	21	0.5	-2	12	0.6	0.9	2
48	S=C(NCCCN1CCOCC1)Nc1ccc(Cl)cc1	-21	-2	-6	0.4	1	2	0.3	0.5	14
49	O=C(c1cccs1)N1CCN(C(=O)c2ccco2)c2ccccc2C1	12	12	-2	1.3	2	5	-0.3	1.2	-1
50	NS(=O)(=O)c1ccc(-n2cccc2C=O)cc1	-3	-7	-13	0.7	7	-14	0.2	-0.1	-1

Reprinted from the part before: 2 entries, followed by the next part.
#	smiles	S1P4 antagonist	NPY2 pot ag	EP2 modulator	S1P4 agonist	NPY Y1 blocker	NPY-Y1 PAM-ag	TRPML3 agonist	TRPN1 ag	CHOP inhibitor
49	O=C(c1cccs1)N1CCN(C(=O)c2ccco2)c2ccccc2C1	12	12	-2	1.3	2	5	-0.3	1.2	-1
50	NS(=O)(=O)c1ccc(-n2cccc2C=O)cc1	-3	-7	-13	0.7	7	-14	0.2	-0.1	-1
51	CC(C)(C)c1cc(CN2CCN(CCC#N)CC2)cc(C(C)(C)C)c1O	1	8	28	0.6	17	0	0.5	-0.1	8
52	O=C(c1cccs1)N1CCn2c1nc1ccccc12	5	-6	-11	-1.0	-3	11	0.1	-0.8	0
53	Cc1cc(/C(N)=N/OC(=O)Nc2ccccc2)no1	1	-6	-26	0.2	x	3	0.5	-0.2	-10
54	CN(C)CCSc1nc(-c2ccccc2)nc2c1CCC2	-1	-42	-7	2.5	24*	-94	0.7	-0.4	22
55	COc1ccc(Nc2ccccc2)c(C)c1	-20	-6	35	0.7	6	6	-0.6	-0.7	63
56	CCCc1cc(=O)[nH]c(SCC(=O)c2ccc3c(c2)OCCO3)n1	3	-8	-26	-0.9	16	-25	0.0	3.7	7
57	CCOC(=O)N/N=C/c1cc(C)n(-c2cccc3ccccc23)c1C	-7	2	8	-3.7	14	-26	-1.6	-2.5	12
58	COCCNC(=O)C(c1ccc(O)cc1)N(C(=O)CCC(=O)Nc1nccs1)c1cccc(C)c1 (configuration not stated)	-10	11	10	-0.1	1	3	1.1	-0.8	-5
59	Cc1cccc(C(=O)OCc2cnc(Cl)s2)c1	-6	-4	25	1.4	4	-4	-0.2	0.4	11
60	O=C(NCCCc1ccccc1)c1ccccc1	0	-8	-8	-1.5	-6	20	-1.2	-0.2	-13
61	CNC(=O)COC(=O)c1cccc(S(=O)(=O)N2CCN(c3ccc(F)cc3)CC2)c1	2	0	-45	0.5	x	3	0.5	0.5	-2
62	COCCNC(=O)CN(C(=O)CCC(=O)Nc1cc(C)on1)c1ccc(C)cc1C	-32	11	19	2.0	-7	-22	0.3	-0.3	-17
63	C=CCNC(=O)C1CCN(S(C)(=O)=O)CC1	9	4	33	-0.7	-1	17	2.0	-0.5	-3
64	O=C(NCc1ccccc1)C12CC3CC(CC(C3)C1)C2	1	-8	4	-3.7	-2	7	-0.7	-1.2	43
65	COc1ccc(OC)c(CN(CCN2CCOCC2)C(=O)Nc2ccccc2)c1	-9	0	2	-0.3	0	-32	0.3	-0.3	-46
66	CCc1ccc2[nH]c(=O)c(CN(CCN(C)C)C(=S)NCc3ccco3)cc2c1	-11	-17	-35&-16	0.1	5	-18	-0.1	0.4	5
67	CC(=O)C1=C(C)NC(SCC(=O)c2ccc(Cl)cc2)=C(C#N)C1CC(C)C (configuration not stated)	-5	-9	41	2.2	-1	-37	1.4	-0.7	17
68	O=c1cnnc(N/N=C/c2ccc3c(c2)OCO3)[nH]1	8	0	12	0.1	x	11	0.8	0.5	-3
69	N#C/C(=N\Nc1ccc(Cl)c(Cl)c1)C(=O)C1CC1	-8	63*	-52	0.3	x	13	8.0	20*	18
70	Cc1nc2sc(C(c3ccco3)N3CCN(c4ccccc4F)CC3)c(O)n2n1 (configuration not stated)	-17	2	30	1.1	-4	20	0.5	-0.9	15

Screens (PubChem)
